SV40 large T antigen: SV40 large T antigen inhibitors, biochemical (AID 1903); SV40 large T antigen ATPase/helicase inhibition assay; higher % means a stronger effect; one-dose inhibition, % at 20 µM; IC50 in µM for titrated hits; 310,000 tested, 0.39% active; in the data active means a potency from the dose series; inconclusive means inhibition mostly from about 32% at the one dose, without a potency; inactive means the rest, 99 in 100 with inhibition below about 32%; further: strong numbers were not always called active
RSV antiviral HEp-2: RSV antiviral activity via CPE protection, HEp-2 cells, primary 10 µM value included (AID 2391). CPE inhibition, % at 10 µM, or IC50 in µM where a hit was titrated. HEp-2 cells, RSV-induced CPE inhibition; higher % means a stronger effect. 310,000 tested, 0.13% active; in the data active means a potency from the dose series; inconclusive means CPE inhibition mostly from about 23% at the one dose, without a potency; inactive means the rest, 99 in 100 with CPE inhibition below about 21%; further: strong numbers were not always called active
T cell modulator: modulators of CD8 T cell-vesicle binding, primary screen, mouse 2C CD8+ T cells, flow cytometry; AID 2052, 2009; 330,000 tested, 0.068% active; calls only at 7 µM; 2C CD8+ T cell-vesicle binding; active compounds read low;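 active means response, share of CD8 T cells binding vesicles, and their 90th percentile fluorescence all below set limits, cut at about 80% in these data, passing the limit was not always enough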
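Material: 2C TCR transgenic mouse naive CD8+ T cells, MACS-purified. Also added: QL9-charged Drosophila Ld/ICAM-1/B7-1 vesicles. Timing: binding 1.5 h at 37 °C. Measured by: high-throughput flow cytometry with anti-B7-1 and anti-CD8 staining. Read-out: percent CD8+ FL2 mean versus row control. Controls: Unloaded micro-vesicles (low), QL9 vesicles with 0.7% DMSO (high).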
Rac1 GTP hydrolysis: MgcRacGAP GTPase-activating activity inhibitors, confirmation, biochemical, ADP Hunter fluorescence; Rac GTPase-activating protein 1 (Homo sapiens); MgcRacGAP-stimulated Rac1 GTP hydrolysis, ADP Hunter fluorescence; higher % means a stronger effect; GST-tagged Rac1 F28L mutant substrate; inhibition, % at 30 µM; hits with a dose series show IC50 in µM; 340,000 tested, 0.6% active; AID 624330, 2012;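 active means first-screen hits whose inhibition reached a set limit at any dose in the follow-up dose series; inconclusive means inhibition above the set first-screen limit but never retested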;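 further: fluorescence reports GDP produced by GAP-driven GTP hydrolysis; strong numbers were not always called active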
Myeloid diff 2: induction of myeloid progenitor differentiation, primary screen, cell-based, flow cytometry, MLPCN library. ER-HoxA9 myeloid progenitors, lysozyme-GFP differentiation. calls only at 10 µM. 360,000 tested, 1% active. AID 624256, 2012;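 active means normalized GFP-positive differentiation at or above the plate's own cutoff, the solvent-only control mean plus 3 SD; inconclusive means no clear call, values can overlap the other calls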;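 further: cells exposed to compound for four days before flow analysis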
K1F lysis inhibition: inhibition of K1F phage lysis, E. coli UTI89, bacterial capsule biogenesis inhibitors, alamar blue (AID 488966). E. coli UTI89 K1F phage lysis, alamar blue, 2 h; higher % means a stronger effect. inhibition, % at 100 µM; hits with a dose series show IC50 in µM. 340,000 tested, 0.02% active;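 active means phage lysis inhibition, versus mean bacterial control, above a set limit; inconclusive means no clear call, values can overlap the other calls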;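 further: capsule biogenesis inhibitors block K1F phage lysis so surviving cells raise fluorescence; higher fluorescence means more inhibition of phage lysis; actives were called in the ten point dose series up to 300 µM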
PhoP inhibition: inhibitors of PhoP regulon expression, primary screen, Salmonella Typhimurium, GFP reporter (AID 1863); S. Typhimurium PhoP-regulated promoter GFP reporter, 4 h; higher % means a stronger effect; inhibition, % at 50 µM; hits with a dose series show IC50 in µM; 300,000 tested, 0.16% active;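 active means inhibition over 29.93%, a cutoff 3 SD above the screen mean, later confirmed by dose response; inconclusive means inhibition over 29.93% but no dose response follow-up; inactive means inhibition at most 29.93% or unconfirmed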;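 further: 0% = low Mg2+ inducing control and 100% = high Mg2+ repressing control; strong numbers were not always called active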
TNAP activators: human TNAP enzyme activators, primary screen, biochemical, luminescent, no phosphate acceptor, uHTS (AID 1001) | purified TNAP, luminescent activation assay, no phosphate acceptor; higher activation fold means a stronger effect | activation fold at 20 µM, or EC50 in µM where a hit was titrated | 200,000 tested, 0.03% active; in the data active means activation fold from about 3, or a potency from the dose series; inactive means the rest, 99 in 100 with activation fold below about 1.6; further: many of its hits are not listed in these tables
NTR1 agonist: agonists of NTR1, primary screen, imaging, U2OS cells, beta-arrestin-GFP, high content (AID 493036). Neurotensin receptor type 1 (Homo sapiens), P30989. NTR1-U2OS beta-arrestin-GFP spot imaging, agonist mode. activation, % at 20 µM. 330,000 tested, 0.17% active;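 active means activation at or above 40% of the spot to cytoplasm intensity ratio, with at least 20 cells analyzed; inconclusive means wells under 20 cells, flagged as cytotoxic or low count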;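 further: 0% = DMSO without peptide and 100% = 100 nM NTR1 peptide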
Target sequence (P30989 whole entry, looked up): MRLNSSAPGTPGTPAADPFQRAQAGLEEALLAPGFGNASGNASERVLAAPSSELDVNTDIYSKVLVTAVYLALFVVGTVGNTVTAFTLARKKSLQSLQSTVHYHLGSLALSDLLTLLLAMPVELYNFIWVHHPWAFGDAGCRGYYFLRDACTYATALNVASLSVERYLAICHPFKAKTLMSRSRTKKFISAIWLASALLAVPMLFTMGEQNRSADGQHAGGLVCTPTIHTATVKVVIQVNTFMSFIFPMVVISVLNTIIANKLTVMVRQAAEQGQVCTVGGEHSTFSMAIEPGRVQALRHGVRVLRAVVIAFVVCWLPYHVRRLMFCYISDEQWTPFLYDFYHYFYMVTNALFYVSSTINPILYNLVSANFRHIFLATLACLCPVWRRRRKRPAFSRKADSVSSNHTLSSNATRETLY
T cell modulator vesicle-bound %: recorded beside T cell modulator, whose call it bears; double positive events, %; measured here: CD8+ vesicle-bound cell fraction;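 binding gate set so that unloaded-vesicle control wells show 10% double positive cells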
NTR1 agonist cell count 20 µM: also measured in NTR1 agonist; calls as there; cell count; measured here: cell count, cytotoxicity flag
Myeloid diff 2 GFP+ MAC1+ %: also measured in Myeloid diff 2; calls as there; GFP+ MAC1+ double positive, %; measured here: differentiation confirmed by MAC1 staining
* marks the source's active call; other numbers are inactive results; i = inactive; ? = inconclusive; / = not tested or not shown; & = joins results of further samples; [ ] = remark or other dose.

SMILES	SV40 large T antigen	RSV antiviral HEp-2	T cell modulator	T cell modulator vesicle-bound %	Rac1 GTP hydrolysis	Myeloid diff 2	Myeloid diff 2 GFP+ MAC1+ %	K1F lysis inhibition	PhoP inhibition	TNAP activators	NTR1 agonist	NTR1 agonist cell count 20 µM
O=C(COC(=O)c1ccco1)Nc1ccc(N2CCOCC2)cc1	/	/	/	/	2%	i	1.1	0.6%[50 µM]	/	/	-0.3	61
Cn1cccc1C(=O)OCC(=O)NCc1ccc2c(c1)OCO2	/	0.6%	i	22	13%	i	0.7	0.3%	/	/	-0.5	65
COc1ccc(C)cc1NS(=O)(=O)c1ccc2c(c1)N(C(C)=O)CCO2	10%	0.9%	i	10	12%	i	2.8	0.0%	-10%	/	0.7	68
O=C(/C=C/c1ccc2c(c1)OCO2)NCCSCc1ccc(Cl)cc1Cl	1%	/	/	/	10%	i	0.7	1.5%	-1%	1.1	3.7	74
Cc1ccc(NC(=O)COC(=O)c2ccc(-n3cnnn3)cc2)c(Br)c1	/	1.8%	i	30	7%	i	0.3	0.3%[50 µM]	/	/	1.1	65
CCN(CC(=O)Nc1ccc(OC)cc1)C(=O)c1ccc(NS(=O)(=O)c2ccc(C(C)=O)cc2)cc1	-2%	1.2%	i	20	-11%	i	0.5	-0.3%[50 µM]	0%	/	0.9	61
CCOC(=O)c1ccc(S(=O)(=O)N2CCN(CC(O)COc3ccc(C#N)cc3)CC2)cc1 (stereo not given)	-27%	-0.1%	i	26	24%	i	0.4	0.3%	-1%	/	0.2	86
Cc1ccc(NCCNc2ccc(C)cc2)cc1	-3%	14%	i	14	11%	i	0.7	0.1%	9%	1.2	1.2	82
CC1(C)Cc2c(cnn2-c2ccccc2)C(NC(=O)CCCN2CCCC2=O)C1 (stereo not given)	20%	-1.1%	i	24	7%	i	0.6	1.6%[50 µM]	2%	/	1.4	49
CC(=O)NC1CC2CCCC(C1)N2CC(=O)Nc1ccccc1 (stereo not given)	0%	1.6%	i	21	4%	i	0.9	0.0%	8%	1.1	-0.9	82
CCCC(=O)c1cc(F)c(N2CCN(C(=O)OCC)CC2)cc1C	-4%	6.3%	i	10	6%	i	0.7	0.8%	1%	1.1	-0.3	83
O=C(NC1CCCCC1)C1CCCN(S(=O)(=O)c2cccc3cccnc23)C1 (stereo not given)	5%	1.5%	i	22	-1%	i	0.5	-0.1%	-3%	/	0.8	71
CCOc1ccc(S(=O)(=O)N(CC(=O)O)c2ccccc2)cc1	14%	1.9%	i	38	-1%	i	1.0	3.1%	-5%	1.2	-1.3	33
CCOC(=O)C(C(=O)OCC)C(C)(C)/C(C)=N\Nc1ccc([N+](=O)[O-])cc1[N+](=O)[O-]	5%	5.4%	i	10	-2%	i	1.7	0.7%[50 µM]	-8%	0.8	5.5	52
COc1ccccc1CNc1nc(C)c(C(C)=O)s1	11%	6.9%	i	31	8%	i	0.3	0.0%	-3%	/	-1.7	44
CC(C)(C)OC(=O)C[C@H]1C/C=C\C[C@@H](CC(=O)NCCO)C(=O)N[C@H](Cc2ccccc2)COC1=O	/	/	i	12	6%	i	2.5	0.2%	/	/	0.7	70
COc1cccc(OCC(=O)Nc2ccccc2C(N)=O)c1	3%	1.2%	i	22	-2%	i	0.7	2.9%	-5%	1.1	1.4	34
COc1ccc(NC(=O)c2c(F)c(F)c(F)c(F)c2F)cc1Cl	1%	1.6%	i	50	2%	i	0.6	0.1%	1%	1.1	-3.3	59
CCn1c(SCC(N)=O)nc2sc3c(c2c1=O)CCN(C)C3	12%	2.1%	i	58	-9%	i	0.8	-1.7%	-6%	/	-0.8	40
O=C(NCc1cccnc1)c1cn(-c2ccccc2)nc1-c1cccs1	18%	3.0%	i	19	4%	i	1.3	2.4%	0%	1.1	-0.1	41
c1ccc(Nc2cccc(Nc3ccccc3)n2)cc1	49%	?	i	49	17%	i	0.8	0.0%	18%	1.2	0.2	43
COc1cc(C(=O)NCCc2nc3ccccc3n2C)cc(OC)c1OC	8%	4.2%	i	27	1%	i	0.9	2.7%	3%	1.1	0.1	58
Cn1c(=O)n(-c2ccccc2)c(=O)c2c3c(sc21)COC(C)(C)C3	9%	1.8%	i	17	8%	i	1.2	0.1%	3%	1	-0.8	50
COc1ccc(C(=O)NCCCN2CCOCC2)cc1S(=O)(=O)N1CCCc2ccccc21	1%	-2.2%	i	22	7%	i	0.7	0.1%	7%	1	0.1	66
O=C(NCc1ccc2c(c1)OCO2)c1cc2c(s1)CSC2	9%	2.9%	i	16	13%	i	1.4	2.9%	-6%	1	1.9	100
CC(=O)c1ccc(N2CCN(C(=O)c3ccc4c(c3)OCO4)CC2)cc1	4%	2.2%	i	52	8%	i	1.2	0.1%	-6%	/	-0.7	65
Cc1ccc(S(=O)(=O)N2CCC[C@H]2C(=O)NCc2ccccc2Cl)cc1	/	/	i	55	2%	i	1.5	-2.3%	/	/	0.2	58
CCN1CCCC1CNCC(O)COc1ccc(C(C)(C)C)cc1C (stereo not given)	3%	-3.9%	i	48	21%	i	0.4	0.3%	-7%	1	-0.4	73
COc1ccc(S(=O)(=O)N2CCC(C(=O)Nc3nnc(CCN4CCCCC4)s3)CC2)cc1	19%	-0.9%	i	58	-3%	i	7.5	8.3%	2%	1.1	3.2	72
O=Cc1ccc(-c2cccc([N+](=O)[O-])c2)o1	20%	/	i	13	11%	i	0.4	2.6%	-13%	/	1.9	54
O=C(NNC(=O)C1CCCO1)c1ccc([N+](=O)[O-])cc1 (stereo not given)	0%	0.6%	i	18	3%	i	0.4	0.5%	9%	/	-0.5	53
COc1cccc(NC(=O)CN(C)CC(=O)Nc2ccc(C)cc2Cl)c1	6%	-1.2%	i	41	29%	i	0.4	-0.2%	1%	1.1	5.2	67
Cc1cccc(C(=O)N2CCC(c3nc4ccccc4s3)CC2)c1	17%	0.5%	i	32	-4%	i	1.2	-1.7%	-5%	1.1	0.9	37
Cn1c(C(C#N)/C(=N\S(=O)(=O)c2cccs2)c2ccccc2)nc2ccccc21 (stereo not given)	5%	1.0%	i	11	15%	i	1.3	0.2%	8%	1	1.1	54
C[C@H](CCC(=O)O)[C@H]1CC[C@H]2[C@@H]3[C@H](O)C[C@@H]4C[C@H](O)CC[C@]4(C)[C@H]3C[C@H](O)[C@]12C	1%&3%&6%	-1.2%&1.5%&2.0%	i	13&25&58	5%&7%&2%	i	1.2&2.9&2.8	0.2%&1.4%&-0.3%	-5%&3%&-5%	/	-1.6&6.4&1.9	58&44&80
Cc1ccccc1-c1nc2c(s1)CCc1onc(-c3ccc(Cl)cc3)c1-2	2%	2.5%	i	4	6%	i	1.2	1.2%	/	/	4.1	90
NS(=O)(=O)c1ccc(CCNC(=O)COC(=O)CCc2c[nH]c3ccccc23)cc1	/	/	i	17	2%	i	0.7	-2.7%	/	/	-0.2	64
Cc1c(C(=O)N/N=C/C(C)C)[nH]c2ccc([N+](=O)[O-])cc12	11%	?	i	45	10%	i	0.1	0.1%	-5%	1.1	3.9	68
CCCCCCNCC1OCc2ccccc2CO1	17%	1.1%	i	42	-11%	i	0.4	2.5%[50 µM]	0%	1	2.2	50
COc1ccc(N2CCN(C3CCCN(C(=O)CN4CCCC4=O)C3)CC2)cc1 (stereo not given)	19%	-0.5%	i	15	26%	i	5.1	0.9%	-9%	/	2.5	67
CCOC(=O)c1sc(Nc2nc(OC)cc(OC)n2)nc1C	4%	1.8%	i	48	/	/	/	/	3%	1.2	1.7	35
COc1ccc(C(=O)NC(=S)N2CCN(c3ccc([N+](=O)[O-])cc3)CC2)cc1	26%	5.0%	i	44	7%	i	0.9	2.0%	4%	1.3	0.4	64
CCN(CC)S(=O)(=O)c1ccc(C)c(NC(=S)NC2CCCCC2)c1	16%	0.7%	i	53	13%	i	0.7	0.0%	-7%	/	2.8	68
